Xi reactivation: activators of X-chromosome reactivation in mouse fibroblasts. hit rate 0.055% among 360,000. activation, % at 7.58 µM. AID 743238. XiGFP mouse fibroblasts, % GFP-positive cells imaging, 3 d; cells co-treated with 5-aza-dC sensitizer; scaled so ellipticine positive control = 100%;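 active = mean normalized replicate activation at least 10% and every replicate at or above 10%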;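 also: 0% = median of on-plate neutral control wells and 100% = ellipticine 6 µM median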
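Material: XiGFP fibroblasts, SV40-immortalized; Buffer or medium: DMEM containing 5-aza-dC; Compound dosing: single point; Times: 3 days compound exposure.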
EWS-Fli block: inhibitors of EWS/Fli oncoprotein transcriptional activity. hit rate 0.67% among 350,000. inhibition, % at 12.6 µM. A673 NR0B1-luciferase reporter, viability-normalised;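 active = mean inhibition of at least 50% after viability correction, with every replicate also passing that limit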;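 also: firefly luciferase signal divided by Alamar Blue viability fluorescence both relative to DMSO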
FN deposition inh: fibronectin deposition inhibition; AH1F fibroblasts, Alexa488-fibronectin deposition fluorescence, overnight; inhibition, % at 12.6 µM; hit rate 0.086% among 350,000;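 active = mean inhibition across replicates of 30% or more, regardless of how many single replicates reach that level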;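 also: positive control wells lacked labelled fibronectin entirely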
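Assay system: AH1F fibroblasts / Quantity: 10000 cells per well / Medium: DMEM plus 2% serum, read in PBS / Reagent: labelled fibronectin 24 nM / Dosing: single dose, pinned / Times: 1 h cell attachment, overnight exposure to compound and label / Signal: fluorescence, ex 485 nm, em 525 nm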
S100A4 MyoIIA: inhibitors of human S100A4 binding to myosin IIA peptide; P26447; S100A4/TAMRA-MyoIIA peptide fluorescence polarization; inhibition, % at 10.7 µM; hit rate 0.14% among 360,000;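 active = mean inhibition of at least 70% across replicates, with every replicate also reaching that level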
Target sequence (P26447 whole entry, looked up): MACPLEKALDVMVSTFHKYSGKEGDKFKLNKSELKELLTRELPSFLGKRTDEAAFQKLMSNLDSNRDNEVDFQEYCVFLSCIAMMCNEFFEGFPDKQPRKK
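Material: human S100A4 monomer with TAMRA-labelled myosin IIA peptide; buffer or medium: HEPES pH 7.2 with CaCl2, KCl, NaCl, DTT, Triton; compound dosing: one concentration per compound; schedule: 5 min incubation before reading; benchmarks: neutral control DMSO, positive control TFP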
E-sel inducer: E-selectin induction on HUVECs; activation, % at 7.58 µM; P16581; HUVEC E-selectin immunofluorescence imaging; normalized: neutral wells 0, TNF-alpha wells 100; hit rate 0.37% among 260,000; AID 686992;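 active = mean E-selectin-positive cell signal at least 10% of the positive control, reached in at least 60% of replicates, without over 20% cell loss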;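 also: in these data hits start at about 27%; measured in HUVEC primary endothelial cells; signal is the percent of cells scored E-selectin positive by PE staining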
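Read-out: % PE-positive cells | Test system: HUVEC | Doses: One compound dose added by pin transfer | Buffer or medium: EGM-2 over gelatin coat | Signal: Immunofluorescence imaging | Benchmarks: TNF-alpha, DMSO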
esBAF inh: inhibitors of esBAF chromatin remodeling in mouse ES cells; Bmi1-luciferase knock-in reporter, 24 h; 100% = twice the neutral-well signal; reporter increase, % at 12.5 µM; hit rate 2% among 350,000; AID 602393; in the data active = activation above about 40%;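 also: 0% = median of the plate's neutral control wells and 100% = double that signal; a rise in the Bmi1 reporter signal indicates esBAF inhibition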
RAD52 anneal inh: inhibitors of human RAD52 DNA annealing | AID 651710 | inhibition, % at 18.7 µM | recombinant RAD52 DNA annealing, FRET fluorescence | hit rate 0.46% among 360,000;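 active = every replicate showing at least 50% inhibition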
RAD54 inh: RAD54 (human) branch migration inhibition | Q92698 | RAD54 Holliday junction branch migration, FAM/BHQ fluorescence | inhibition, % at 10.4 µM | hit rate 0.14% among 360,000 | AID 602329;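 active = mean normalized replicate activity at least 40 and at least half of replicates scoring 40 or more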;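 also: 0% = median of neutral control wells and 100% = median of positive control wells; inhibitors cause a drop in the FAM fluorescence signal; in these data hits start at about 50%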
Target sequence (Q92698 whole entry, looked up): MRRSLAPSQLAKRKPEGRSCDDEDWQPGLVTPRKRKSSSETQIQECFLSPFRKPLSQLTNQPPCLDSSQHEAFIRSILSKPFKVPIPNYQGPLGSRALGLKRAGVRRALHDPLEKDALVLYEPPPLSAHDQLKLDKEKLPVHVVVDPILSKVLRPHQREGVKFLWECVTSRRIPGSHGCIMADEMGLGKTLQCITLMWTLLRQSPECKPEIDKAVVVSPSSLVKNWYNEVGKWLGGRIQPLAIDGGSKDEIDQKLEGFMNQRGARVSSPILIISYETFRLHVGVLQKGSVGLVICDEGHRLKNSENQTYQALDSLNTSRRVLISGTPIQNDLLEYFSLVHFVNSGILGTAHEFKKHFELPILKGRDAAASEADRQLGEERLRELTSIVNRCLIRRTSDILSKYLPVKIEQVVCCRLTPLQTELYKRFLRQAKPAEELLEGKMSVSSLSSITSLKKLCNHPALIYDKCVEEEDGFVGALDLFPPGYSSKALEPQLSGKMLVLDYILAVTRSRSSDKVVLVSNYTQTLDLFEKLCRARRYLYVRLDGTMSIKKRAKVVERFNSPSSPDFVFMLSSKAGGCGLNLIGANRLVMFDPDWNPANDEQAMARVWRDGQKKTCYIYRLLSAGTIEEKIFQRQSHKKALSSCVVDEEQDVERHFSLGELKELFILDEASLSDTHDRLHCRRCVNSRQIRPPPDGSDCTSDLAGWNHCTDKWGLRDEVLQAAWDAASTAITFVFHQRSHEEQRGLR
Active calls of the source: *.

`COC(=O)c1cc(OC)c(OC)cc1NC(=O)C(C)c1ccc([N+](=O)[O-])cc1` (configuration not stated) gave Xi reactivation 0.4, EWS-Fli block 16, FN deposition inh -14, S100A4 MyoIIA -3, E-sel inducer -0.1 and RAD52 anneal inh -9.
Screening COc1ccc(OCCCCN2CCC(C)CC2)cc1 returned Xi reactivation -0.1, EWS-Fli block 6, FN deposition inh -2, S100A4 MyoIIA -6, E-sel inducer 0.1, esBAF inh -2, RAD52 anneal inh 2 and RAD54 inh 6.
`COc1ccc(CNS(=O)(=O)CCNCc2ccccc2OC)cc1` gave Xi reactivation -0.1, EWS-Fli block 2, FN deposition inh -12, S100A4 MyoIIA -2, E-sel inducer -0.2, esBAF inh -2, RAD52 anneal inh -8 and RAD54 inh 2.
Screening CN(C)c1ccc(/C=N/NC(=O)c2cnc3ccccc3c2)cc1 returned Xi reactivation 0.0, EWS-Fli block -29, FN deposition inh 0, S100A4 MyoIIA -9, E-sel inducer 0.0, esBAF inh 19, RAD52 anneal inh -39 and RAD54 inh 11.
For O=C(c1nc2ccccn2c1CNCCCn1cccn1)N1CCCC1 the results were Xi reactivation 1.7, EWS-Fli block 2, FN deposition inh -3, S100A4 MyoIIA -4, E-sel inducer 6.7, esBAF inh -3, RAD52 anneal inh -12 and RAD54 inh -3.
Screening CC(C)c1ccc(NC(=O)NCc2cccnc2)cc1 returned Xi reactivation -0.1, EWS-Fli block -4, FN deposition inh -1, S100A4 MyoIIA 3, esBAF inh 7, RAD52 anneal inh -5 and RAD54 inh -15.
`CC(=O)CCc1oc2ccc(C)cc2c1Cc1ccccc1` gave Xi reactivation 0.2, EWS-Fli block 4, FN deposition inh -4, S100A4 MyoIIA -10, E-sel inducer 0.1, esBAF inh 0, RAD52 anneal inh -25 and RAD54 inh -3.
For O=C(c1n[nH]c(=O)c2ccccc12)N1CCN(S(=O)(=O)c2ccccc2Cl)CC1 the results were Xi reactivation 0.2, EWS-Fli block -2, FN deposition inh -1, S100A4 MyoIIA 2, esBAF inh 0, RAD52 anneal inh 1 and RAD54 inh 0.
`CNC[C@@H]1Oc2ccc(NS(=O)(=O)c3cccs3)cc2CC(=O)N([C@H](C)CO)C[C@H]1C` gave Xi reactivation -1.0, EWS-Fli block -6, FN deposition inh -16, S100A4 MyoIIA -6, esBAF inh -5, RAD52 anneal inh 7 and RAD54 inh 12.
`O=C(c1cccc(-c2ccc(O)cc2)c1)N1CCN(c2ccc(F)cc2)CC1` gave Xi reactivation 0.0, EWS-Fli block 10, FN deposition inh 1, S100A4 MyoIIA 5, E-sel inducer 6.5, esBAF inh 0 and RAD52 anneal inh -10.
`COc1ccc(Cc2c(C3CCCCC3)nc3c(C)cc(Br)cn23)c(C)c1` gave Xi reactivation -0.1, EWS-Fli block -1, FN deposition inh 1, S100A4 MyoIIA 0, E-sel inducer -0.1, esBAF inh -2, RAD52 anneal inh -48 and RAD54 inh 0.
O=C1c2ccc(Oc3ccc([N+](=O)[O-])cc3)cc2C(=O)N1CCO was read as Xi reactivation 0.4, EWS-Fli block -6, S100A4 MyoIIA -3, esBAF inh 1, RAD52 anneal inh -4 and RAD54 inh -9.
Screening CC1CCCCC1NC(=O)CCNC(=O)N1CC(=O)Nc2ccccc21 (configuration not stated) returned Xi reactivation 0.2, FN deposition inh -4, S100A4 MyoIIA 0, esBAF inh -3, RAD52 anneal inh -6 and RAD54 inh -5.
For COCC1CCN(Cc2cn[nH]c2-c2ccc(OC)cc2F)C1 (configuration not stated) the results were Xi reactivation 0.0, EWS-Fli block 1, FN deposition inh -9, S100A4 MyoIIA -5, esBAF inh -2, RAD52 anneal inh -12 and RAD54 inh 0.
O=C(c1ccco1)N1CCN(C(=O)c2cc3c(s2)-c2ccccc2OC3)CC1 was read as Xi reactivation -0.1, EWS-Fli block -12, FN deposition inh 5, S100A4 MyoIIA 5, E-sel inducer 0.1, esBAF inh -4, RAD52 anneal inh -67 and RAD54 inh -2.
For O=C(CCn1c(=O)oc2ccccc21)NCCN1CCOCC1 the results were Xi reactivation 0.0, EWS-Fli block 0, FN deposition inh -1, S100A4 MyoIIA -2, E-sel inducer -0.1, esBAF inh -8, RAD52 anneal inh -11 and RAD54 inh -17.
Screening COc1cc(/C=C/C(=O)OCC(=O)N2CCCC2)cc(OC)c1OC returned Xi reactivation -0.1, EWS-Fli block 1, FN deposition inh 13, S100A4 MyoIIA -5, E-sel inducer -2.5, esBAF inh -3, RAD52 anneal inh -11 and RAD54 inh 0.
`OC(Cc1cccc(Br)c1)c1ncc(-c2cccc(C(F)(F)F)c2)[nH]1` (configuration not stated) gave Xi reactivation -0.2, EWS-Fli block 1, FN deposition inh 4, S100A4 MyoIIA -5, esBAF inh -7, RAD52 anneal inh -9 and RAD54 inh -7.
O=C(Nc1ccnc(-c2ccncc2)n1)c1ccc(F)cc1 was read as Xi reactivation 0.4, EWS-Fli block -8, FN deposition inh 1, S100A4 MyoIIA 2, E-sel inducer -0.3 and RAD52 anneal inh -15.
Screening CCOC(=O)C1CCCN(c2cc(=O)n(C3CCCCC3)c(=O)[nH]2)C1 (configuration not stated) returned Xi reactivation 0.1, EWS-Fli block -21, FN deposition inh -6, S100A4 MyoIIA -1 and RAD52 anneal inh -4.
`O=C(C[C@H]1CC[C@H]2[C@@H](COC[C@@H](O)CN2CCc2ccccc2)O1)NCc1ccc(Oc2ccccc2)cc1` gave Xi reactivation -0.1, EWS-Fli block 6, FN deposition inh 0, S100A4 MyoIIA -30, E-sel inducer -0.2, esBAF inh 6, RAD52 anneal inh -11 and RAD54 inh 3.
COC(=O)c1sc(SC)c(S(=O)(=O)C(C)C)c1N/N=C(\C#N)C(=O)c1ccccc1 was read as Xi reactivation 0.0, EWS-Fli block 9, FN deposition inh 6, S100A4 MyoIIA 4, E-sel inducer 1.2 and RAD52 anneal inh -4.
Cc1nnc(SCC(=O)Nc2c(Cl)cccc2Cl)n(N)c1=O was read as Xi reactivation 0.0, EWS-Fli block -11, FN deposition inh -4, S100A4 MyoIIA 3, esBAF inh -4, RAD52 anneal inh 16 and RAD54 inh 8.
For CCCS(=O)(=O)NC(=O)C1(C)CCN(C(=O)c2ccccc2OC)C1 (configuration not stated) the results were Xi reactivation 0.2, EWS-Fli block -10, FN deposition inh 1, S100A4 MyoIIA 2, E-sel inducer 0.1, esBAF inh -3, RAD52 anneal inh -11 and RAD54 inh -11.
`Cc1cc2c(nc1C)CCCN2Cc1ccccn1` gave Xi reactivation 0.3, EWS-Fli block -1, FN deposition inh -3, S100A4 MyoIIA 58, E-sel inducer -0.3 and RAD52 anneal inh inactive.
Screening CC1COc2ccccc2N1S(=O)(=O)c1ccc(Cl)cc1 (configuration not stated) returned Xi reactivation 0.1, EWS-Fli block 17, FN deposition inh 5, S100A4 MyoIIA -4 and RAD52 anneal inh -11.
Screening C=CCOc1ccc(CN(C)C(=O)c2ccc(CNS(=O)(=O)c3ccc(C)c(C)c3)cc2)cc1 returned Xi reactivation 0.3, EWS-Fli block 10, FN deposition inh -9, S100A4 MyoIIA 3, E-sel inducer -0.3, esBAF inh -39, RAD52 anneal inh -16 and RAD54 inh 2.
`CC(C)Nc1nnc(SC(C)C(=O)Nc2ccc(Cl)cn2)s1` (configuration not stated) gave Xi reactivation -0.1, EWS-Fli block -8, FN deposition inh -3, S100A4 MyoIIA -1 and RAD52 anneal inh -4.
`CCOC(=O)c1ccc(NC(=O)c2nccnc2C(=O)O)cc1` gave Xi reactivation -0.1, EWS-Fli block -39, FN deposition inh -3, S100A4 MyoIIA -3, E-sel inducer 0.0, esBAF inh 8, RAD52 anneal inh -6 and RAD54 inh 3.
For Cc1cccc(-c2cccc3[nH]c4c(c23)CCN2C(=O)[C@H]3[C@H](C)ON(C)[C@H]3C[C@@H]42)c1 the results were Xi reactivation 48*, EWS-Fli block 4, FN deposition inh -16, S100A4 MyoIIA -29, E-sel inducer 0.4 and RAD52 anneal inh -101.
For Cc1cc(C(=O)COC(=O)[C@H](C)NC(=O)c2ccco2)c(C)n1Cc1ccco1 the results were Xi reactivation 0.2, EWS-Fli block 7, FN deposition inh 7, S100A4 MyoIIA 5 and RAD52 anneal inh -25.
`CN(C)C(CNC(=O)c1ccc(Cl)c(S(=O)(=O)N2CCCCCC2)c1)c1ccccc1` (configuration not stated) gave Xi reactivation -0.1, EWS-Fli block 14, FN deposition inh 4, S100A4 MyoIIA -4, esBAF inh 8, RAD52 anneal inh 1 and RAD54 inh 4.
COc1cc(OC)cc(-c2cc3nc(C)c(CCC(=O)Nc4nc(C)cs4)c(C)n3n2)c1 was read as Xi reactivation -0.1, EWS-Fli block 43, FN deposition inh -2, S100A4 MyoIIA 5, E-sel inducer 0.0, esBAF inh -40, RAD52 anneal inh -5 and RAD54 inh -2.
For O=C(O)c1c2c(nc3ccccc13)/C(=C/c1c(F)cccc1F)CCC2 the results were Xi reactivation 0.4, EWS-Fli block 8, FN deposition inh 9, S100A4 MyoIIA 3, E-sel inducer -0.3, esBAF inh 12, RAD52 anneal inh -10 and RAD54 inh -25.
Screening COc1ccc(S(=O)(=O)N(C)C[C@@H]2OCCCC[C@@H](C)Oc3ccc(NC(=O)Nc4ccccc4)cc3C(=O)N([C@H](C)CO)C[C@H]2C)cc1 returned Xi reactivation 0.4, EWS-Fli block 5, FN deposition inh -5, E-sel inducer -0.1, esBAF inh 2 and RAD54 inh 2.
Screening C[C@@H]1CN([C@@H](C)CO)C(=O)c2cccc(NC(=O)Nc3ccc(F)cc3)c2O[C@H]1CN(C)Cc1ccncc1 returned Xi reactivation -0.2, EWS-Fli block 3, S100A4 MyoIIA 6, E-sel inducer -14, esBAF inh 4, RAD52 anneal inh -8 and RAD54 inh -2.
`O=C(NC(N1CCOCC1)C(Cl)(Cl)Cl)c1ccccc1Cl` (configuration not stated) gave Xi reactivation -0.1, EWS-Fli block -7, FN deposition inh -7, S100A4 MyoIIA 13, E-sel inducer 6.0, esBAF inh 2, RAD52 anneal inh -8 and RAD54 inh -2.
For C[C@H]1CCCCO[C@@H](CN(C)C(=O)c2ccncc2)[C@@H](C)CN([C@@H](C)CO)C(=O)c2cc(NS(=O)(=O)c3ccc(F)cc3)ccc2O1 the results were Xi reactivation 0.1, EWS-Fli block 1, FN deposition inh 2, S100A4 MyoIIA 8, E-sel inducer -0.2, esBAF inh 6, RAD52 anneal inh 6 and RAD54 inh 5.

Random excerpt: 3 records from the list.
Screening COc1ccc(S(=O)(=O)N(C)C[C@@H]2OCCCC[C@@H](C)Oc3ccc(NC(=O)Nc4ccccc4)cc3C(=O)N([C@H](C)CO)C[C@H]2C)cc1 returned Xi reactivation 0.4, EWS-Fli block 5, FN deposition inh -5, E-sel inducer -0.1, esBAF inh 2 and RAD54 inh 2.
`Cc1cc2c(nc1C)CCCN2Cc1ccccn1` gave Xi reactivation 0.3, EWS-Fli block -1, FN deposition inh -3, S100A4 MyoIIA 58, E-sel inducer -0.3 and RAD52 anneal inh inactive.
`CC(C)Nc1nnc(SC(C)C(=O)Nc2ccc(Cl)cn2)s1` (configuration not stated) gave Xi reactivation -0.1, EWS-Fli block -8, FN deposition inh -3, S100A4 MyoIIA -1 and RAD52 anneal inh -4.

Assay outcomes: PubChem BioAssay, Broad Institute
